# Screening results from PubChem BioAssay.
# CIT2 TOR yeast: modulators of TOR pathway CIT2-GFP in S. cerevisiae; GFP response vs DMSO, % at 10 µM; hit rate 0.065% among 320,000; S. cerevisiae CIT2-GFP strain, flow cytometry, 3 h; 100 means same as DMSO wells;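 active means GFP response relative to DMSO above a set limit, near the screen mean plus 3 SD, cut at about 150% in these data; inconclusive means Fewer than 70 cells measured for a yeast strain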;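 further: ratio of well median GFP fluorescence to mean of DMSO wells on the plate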
# LAP4 TOR yeast: yeast TOR pathway LAP4-GFP modulation. hit rate 0.34% among 320,000. S. cerevisiae LAP4-GFP multiplex, flow cytometry GFP, 3 h; median GFP as percent of DMSO wells. AID 2023. GFP response vs DMSO, % at 10 µM;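 active means GFP response vs DMSO above a set limit, about the screen mean plus 3 SD, cut at about 150% in these data; inconclusive means under 70 cell events counted for the yeast strain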
# MEP2 TOR yeast: modulators of TOR pathway MEP2-GFP in S. cerevisiae | S. cerevisiae MEP2-GFP strain, flow cytometry GFP, 3 h; 100% = DMSO control level | GFP response vs DMSO, % at 10 µM | hit rate 0.51% among 330,000;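 active means GFP response versus DMSO above a set limit, roughly screen mean plus 3 SD, cut at about 180% in these data; inconclusive means fewer than 70 cells counted for a yeast strain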;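 further: median GFP fluorescence of the barcode-gated MEP2-GFP cells per well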
# GRK2 aptamer HTS: inhibitors of human GRK2 displacing RNA aptamer | inhibition of aptamer binding, % at 10 µM | AID 488847 | bead flow cytometry, FAM-aptamer displacement from GRK2 | hit rate 0.59% among 330,000 | P25098;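 active means inhibition of aptamer binding above 40%, roughly 3 SD of noise, on plates passing a quality check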;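 further: median bead fluorescence of bound FAM aptamer so fluorescent compounds give negative values; no value below 0 was filed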
# Target sequence (P25098 whole entry, looked up): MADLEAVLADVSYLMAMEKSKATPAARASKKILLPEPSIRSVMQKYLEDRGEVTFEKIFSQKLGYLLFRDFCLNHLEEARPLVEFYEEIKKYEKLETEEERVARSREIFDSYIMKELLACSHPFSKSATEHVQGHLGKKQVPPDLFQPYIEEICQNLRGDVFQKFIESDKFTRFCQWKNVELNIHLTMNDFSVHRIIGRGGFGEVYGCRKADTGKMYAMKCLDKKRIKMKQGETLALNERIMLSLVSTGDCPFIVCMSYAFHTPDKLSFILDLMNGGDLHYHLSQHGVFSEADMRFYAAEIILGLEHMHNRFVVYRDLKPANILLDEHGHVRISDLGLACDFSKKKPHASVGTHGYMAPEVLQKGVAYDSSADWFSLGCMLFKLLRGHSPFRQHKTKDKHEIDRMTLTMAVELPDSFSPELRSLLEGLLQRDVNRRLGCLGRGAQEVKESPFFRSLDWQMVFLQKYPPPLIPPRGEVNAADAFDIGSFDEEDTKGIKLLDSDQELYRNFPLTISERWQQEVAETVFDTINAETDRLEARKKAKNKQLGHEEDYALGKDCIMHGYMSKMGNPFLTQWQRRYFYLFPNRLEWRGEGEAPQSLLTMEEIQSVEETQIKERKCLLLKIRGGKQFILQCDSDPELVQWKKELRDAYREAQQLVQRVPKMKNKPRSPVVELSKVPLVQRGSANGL
# GASC-1 inh: human JMJD2C demethylase inhibition | hit rate 0.069% among 330,000 | AID 2099 | inhibition, % at 2.35 µM | Q9H3R0 | GST-JMJD2C(1-420) H3K9me3 demethylation, DELFIA europium;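 active means more than half of a compound's replicate wells show inhibition beyond 50%, single wells judged on their own value; inconclusive means some, but no more than half, of replicates pass 50% inhibition; inactive means no replicate passes 50% inhibition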;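 further: signal counts dimethyl H3K9 product captured on neutravidin plate; 0% = median of DMSO wells and 100% = 0.3 times that DMSO median; strong numbers were not always called active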
# AGP1 TOR yeast: modulators of TOR pathway AGP1-GFP in S. cerevisiae; GFP response vs DMSO, % at 10 µM; hit rate 0.02% among 320,000; S. cerevisiae AGP1-GFP multiplex flow cytometry, 3 h; GFP as percent of DMSO wells;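 active means GFP response relative to DMSO above a set limit, near screen average plus 3 SD, cut at about 150% in these data; inconclusive means fewer than 70 cells counted for the yeast strain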;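 further: median GFP channel fluorescence of the gated AGP1 strain per well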
# VLA-4 inh: inhibition in a human VLA-4 binding assay | hit rate 0.2% among 330,000 | inhibition, % (about 7 µM as worked out from the volumes in the protocol) | AID 2557 | VLA-4 expressing cells, ligand binding flow cytometry | P13612; in the data active means inhibition above about 50%
# RPL19A-GFP yeast: modulators of TOR pathway RPL19A-GFP in S. cerevisiae; S. cerevisiae RPL19A-GFP strain, flow cytometry, 3 h; stronger effect = lower value; hit rate 0.3% among 330,000; percent response vs DMSO, % at 10 µM;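 active means percent response vs DMSO below 50%; inconclusive means fewer than 70 events counted for the yeast strain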;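 further: median channel GFP fluorescence of the barcoded RPL19A-GFP strain; ratio of sample median GFP to plate DMSO average so 100% = DMSO; lower means less RPL19A-GFP as with rapamycin TOR inhibition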
# * marks the source's active call; other numbers are inactive results; u = inconclusive; x = no result given; & = joins results of further samples; [ ] = dose if it differs, or a comment.
structure	CIT2 TOR yeast	LAP4 TOR yeast	MEP2 TOR yeast	GRK2 aptamer HTS	GASC-1 inh	AGP1 TOR yeast	VLA-4 inh	RPL19A-GFP yeast
COc1cccc(OC)c1OCC(O)CN1CCN(c2ccc(F)cc2)CC1 (stereo not drawn)	99	95	102	0	0	96	0	105
CC(C)c1nnc(NC(=O)c2ccc3c(c2)OCO3)s1	103	100	97	6	2	98	8	99
CCOC(=O)C1CCN(C(=O)CSc2ccc(Br)cc2)CC1	88	91	94	0	1	95	11	94
CCn1c(=O)cc(SCC(=O)N2CCC(C)CC2)c2ccccc21	99	103	99	2	-6	104	-5	99
CN1CCN(c2cnn(-c3ccccc3)c(=O)c2Br)CC1	98	107	104	0	0	92	27	95
COc1cccc2sc3ccc(NCCC4CCCN4C)cc3c(=O)c12 (stereo not drawn)	101	98	104	0	-1	99	-56	99
Clc1cccc(-c2nnc(-c3ccccc3)o2)c1	106	94	101	1	4	92	3	101
COc1ccc(OC)c(CNc2ncc(-c3cccc([N+](=O)[O-])c3)n2C)c1	106	104	105	0	24	106	-8	102
Cc1ccccc1NC(=O)CN1C(=O)N/C(=C\c2cccn2-c2cccc(C(=O)O)c2)C1=O	x	92	95	35	-3	96	-17	90
O=C(COc1cccc2cccnc12)N/N=C/c1ccccc1O	103	104	106	0	-6	106	-4	99
O=C(CCC(=O)c1ccc(Oc2ccccc2)cc1)Nc1ccc(Cl)cc1Cl	107	105	102	0	-5	107	7	104
COc1ccccc1NC(=O)CNC(=O)c1ccc(F)cc1	85	88	91	3	18	90	8	100
CCn1ncc(C2=NOC(C(=O)Nc3c(C)n(C)n(-c4ccccc4)c3=O)C2)c1C (stereo not drawn)	95	103	104	1	-1	98	4	97
CCOc1ccc(C2/C(=C(/O)c3ccc(F)cc3)C(=O)C(=O)N2CCCN(C)C)cc1 (stereo not drawn)	99	98	101	1	9	103	1	x
O=C(CSc1nnc(Cc2ccccc2)o1)NCc1ccc2c(c1)OCO2	98	89	97	0	2	95	39	99
COc1ccccc1CNC(=O)C(=O)NCC1OCCCN1S(=O)(=O)c1cccs1 (stereo not drawn)	104	105	96	3	-1	98	-6	96
COc1ccc(CNC(=O)CSc2nc3ccc(N)cc3s2)cc1	106	97	98	2	-5	103	-3	101
COCC(C)Nc1ncnc2c1cnn2-c1ccc(Cl)cc1 (stereo not drawn)	102	104	85	0	12	92	38	93
O=C(NN=Cc1c(O)ccc2ccccc12)c1ccc2c(c1)OCO2	93	88	91	0	7	93	12	95
O=C(COc1ccc2ccc(=O)oc2c1)OCc1ccccc1	108	109	111	3	8	104	9	109
C=CCOC(=O)C1=C(C)NC(SCC(=O)N(CC)CC)=C(C#N)C1c1ccccc1 (stereo not drawn)	98	101	92	0	-5	104	-9	96
COc1ccc(-n2nc3c(c2NC(=O)C2CCCC2)CS(=O)(=O)C3)cc1	96[may fluoresce green]	92[may fluoresce green]	104[may fluoresce green]	2	11	98[may fluoresce green]	-7	98[may fluoresce green]
COc1ccccc1NC(=O)C(C)Sc1nc(-c2ccccc2)cn1N (stereo not drawn)	104	108	103	0	14	109	0	106
Cc1cnc(NC(=O)c2cccs2)s1	102	104	104	1	-47	94	-7	99
CC(C)C(=O)N1CCN(c2ccc(NC(=O)c3ccc([N+](=O)[O-])o3)cc2)CC1	106	92	85	0	-4	96	2	92
CCOC1OC(=O)C(Cl)=C1Nc1ccccc1C (stereo not drawn)	105	100	100	0	-1	103	-5	103
CCN(CC)CCN(C(=O)c1c(F)cccc1F)c1nc2cc(C)cc(C)c2s1	91	95	95	0	-4	93	7	96
CS(=O)(=O)c1ccc2nc(NC(=O)c3cccc(NS(=O)(=O)c4ccc(F)c(F)c4)c3)sc2c1	101	94	97	1	1	107	-2	107
CCOC(=O)CC(NS(=O)(=O)c1ccc2[nH]cc(C(=O)O)c(=O)c2c1)c1ccc(OCC)c(OC)c1 (stereo not drawn)	107	104	104	89*	2	103	-6	102
CCCCOC(=O)N/N=C/C=C/c1ccccc1	103	97	100	0	13	101	10	103
COC(=O)c1ccc(C)c(NC(=O)CN2C(=O)c3ccccc3S2(=O)=O)c1	u	u	u	0	2&-1	u	0	u
CCC(=O)NC(=S)Nc1ccc(-c2nc3ccccc3s2)cc1	100	106	102	2	2	107	17	105
COc1ccc2nc3sc(C(=O)NCCN4CCc5ccccc5C4)cc3cc2c1	84	98	97	0	8	90	-2	91
NC(=S)N/N=C/c1ccccc1OC(=O)c1cc2ccccc2oc1=O	97	94	101	2	9	100	5	98
O=S(=O)(c1cccs1)N1CCCc2ccccc21	105	111	101	0	-14	80	0	98
COc1ccc(C(=O)NNC(=O)CN(C)S(=O)(=O)c2ccc(Cl)cc2)c(OC)c1OC	97	96	102	1	-3	108	-3	98
CC1CC(=O)N(CC(=O)NC2CCCCC2)c2ccccc2S1 (stereo not drawn)	101	95	96	0	-8	97	1	98
Cc1nnc(SCC2=C(C(=O)O)N3C(=O)C(NC(=O)Cn4nc(C)c(Cl)c4C)C3SC2)s1 (stereo not drawn)	97	92	91	10	-3	95	3	96
O=C(Cn1c2ccccc2c2nc3n(c(=O)c21)CCS3)Nc1ccccc1C(F)(F)F	97	90	99	0	-3	102	-14	100
COc1ccc(-c2noc(-c3cccs3)n2)cc1OC	95	103	116	0	-23	25	5	77
O=[N+]([O-])c1cccc2ccc(N3CCOCC3)nc12	98	98	102	0	-3	93	0	97
O=C(OCC(=O)N1CCCc2ccccc21)c1ccccc1[N+](=O)[O-]	85	109	107	0	14	113	3	99
CC(C)(C)c1ccc(C(=O)NCC(=O)OCC(=O)N2CCN(S(=O)(=O)c3ccc(Cl)cc3)CC2)cc1	99	102	101	2	-1	107	5	101
COc1ccc(C2CC(c3ccc(C)o3)=NN2C(C)=O)cc1 (stereo not drawn)	104	101	98	0	-12	98	0	106
CCOC(=O)N1CCN(C2CC(=O)N(c3ccccc3)C2=O)CC1 (stereo not drawn)	106	109	111	1	4	115	-2	104
Cc1ccc(N2CC(=O)Nc3c(sc4nc(C)cc(C)c34)C2=O)cc1	107	100	99	0	-1	102	-6	104
O=C(Nc1ccc2cn[nH]c2c1)c1c(Cl)cccc1Cl	96	88	89	2	12	96	13	100
COCCN(CC(=O)Nc1cccc(C)c1)S(=O)(=O)c1ccc(S(=O)(=O)N2CCCC2)cc1	104	101	104	0	-1&10	103	4	102
O=C(CSc1nc2ccc(NC(=O)c3ccccc3C(=O)O)cc2s1)Nc1c(Cl)cccc1Cl	105	99	104	0	11	102	20	106
Cc1ccc(S(=O)(=O)/N=C(\CN2CCCCC2)N2CCOCC2)cc1	101	105	107	2	-1	105	11	100
COCc1c(C(=O)OC)nnn1-c1ccccc1	77	103	101	1	-4	97	-5	102
COC(=O)/C=C/c1ccc(-n2ccnc2)cc1	104	93	101	2	18	98	0	101
O=C1CCC/C(=N\NC(=O)c2ccc(CSc3cccc4cccnc34)cc2)C1	107	127	122	0	3	102	-1	92
COc1ccc(CCNC(=S)NC(=O)c2ccccc2)cc1C	106	104	106	3	1	100	3	116
O=C(c1cnn(C(=O)c2ccco2)c1)c1cc(Cl)cc(Cl)c1O	83	118	83	0	1	78	6	88
Cn1c(N)c(C(=O)COC(=O)/C=C/c2ccc(Cl)cc2)c(=O)n(C)c1=O	98	100	101	0	9	105	7	99

# Additional structures follow:
structure	CIT2 TOR yeast	LAP4 TOR yeast	MEP2 TOR yeast	GRK2 aptamer HTS	GASC-1 inh	AGP1 TOR yeast	VLA-4 inh	RPL19A-GFP yeast
CCOC(=O)N1CCN(C(=O)c2ccc(NC(C)=O)cc2)CC1	92	99	99	4	-1	95	0	95
Cc1noc(C)c1S(=O)(=O)Nc1ccc2c(c1)C(=O)N([C@H](C)CO)C[C@H](C)[C@@H](CN(C)C(=O)NC1CCCCC1)O2	76	83	88	1	9	88	5	95
O=C(NNC(=O)C1CCN(Cc2ccc(F)cc2Cl)CC1)Nc1ccc([N+](=O)[O-])cc1	94	90	99	0	2	101	27	98
O=C(N/N=C/c1ccc(O)cc1)c1[nH]c2ccc(Br)cc2c1-c1ccccc1	103	94	106	51*	1	98	28	102
CC(=O)Nc1ccc(NC(=O)CSc2ccc(-c3cccnc3)nn2)cc1	99	111	104	1	-1	106	17	97
CN(C)c1cc(-c2ccc([N+](=O)[O-])cc2)oc(=O)c1Cl	95	110	100	0	24	96	1	94
Cc1c(C)[n+](=O)c2c(n1[O-])CCC2	86	86	95	1	-4	87	-3	95
CCCNC(=O)C(Cc1ccc(C(F)(F)F)cc1)NC(=O)c1ccc2ccccc2n1 (stereo not drawn)	95	101	96	0	-1	98	0	97
COc1ccccc1/C=C/C=N/n1c(C)nnc1C	93	92	98	2	5	91	-4	94
CN1C(=O)CCC1(O)c1ccccc1 (stereo not drawn)	94	103	103	0	-2	97	0	94
CC(=O)c1ccc(S(=O)(=O)NCC(=O)Nc2nc3ccccc3[nH]2)cc1	92	102	101	0	-5	100	-8	102
Cc1ccc(Cn2ccc(NC(=O)c3cc(-c4ccc(F)cc4)on3)n2)cc1	101	104	106	1	-11	102	-1	98
CCN1CCN(C(c2cc3cc4c(cc3[nH]c2=O)OCO4)c2nnnn2C(C)(C)CC)CC1 (stereo not drawn)	104	106	102	1	-12	104	-21	103
CCCNC(=O)C(CC)NC(=O)c1ccc(C#N)cc1 (stereo not drawn)	103	93	91	0	-7	96	-4	96
CC(=O)CC1(O)C(=O)N(Cc2ccccc2)c2ccccc21 (stereo not drawn)	105	101	98	4	0	x	-6	99
CCOC(=O)c1ccc(CNCc2ccc(Br)cc2)cc1	104	100	101	0	4	103	0	101
O=C(O)c1ccc(/C=N/NC(=O)c2ccc(CN3c4cccc5cccc(c45)S3(=O)=O)cc2)cc1	99	109	100	1	6	107	-2	95
O=C(CSCCO)Nc1cccc(C(F)(F)F)c1	103	104	104	3	3	105	11	101
C/C(=N\NC(=S)NC1CCCCC1)c1ccc(O)cc1	105	111	103	0	5	111	10	98
N#Cc1ccccc1NC(=O)CC1CCCCC1	116	109	134	0	-1	119	15	100
COc1ccc2c(c1)C=C([C@@H]1C[C@H]3CN(c4ccccc4)C(=O)[C@]34CCCN14)CO2	105	101	102	2	2	109	-18	104
O=C(COC(=O)C1CCCCC1)Nc1ccc([N+](=O)[O-])cc1	98	104	111	0	-9	106	-2	98
CCN1CCN(C(=O)CN(CC)S(=O)(=O)c2ccc3ccccc3c2)CC1	101	103	107	3	7	109	3	103
COc1ccccc1OCC(=O)Nc1ccc(S(=O)(=O)NC(C)=O)cc1	98	94	110	1	-1	96	5	98
C=CCn1c2ccccc2c2nnc(SCC(N)=O)nc21	93	102	91	0	6	101	9	97
COCCCN1CC23C=CC(O2)C(C(=O)OC)C3C1=O (stereo not drawn)	103	106	119	1	-8	106	2	100
COc1cc(C2=CCN(C(C)=O)CC2)ccc1OC(C)=O	96	125	92	0	-4	87	20	105
COc1ccc(CCC(=O)Nc2cc(S(C)(=O)=O)ccc2Cl)cc1	94	93	90	0	-4	95	1	94
